Mtb FBA inh: inhibits M. tuberculosis FBA enzyme; purified M. tuberculosis FBA, fluorescence read-out; 360,000 tested, 2.3% active; inhibition, % at 1 µM; in the data active = inhibition above about 27%;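 note: 0% = vehicle and 100% = reference inhibitor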
Target sequence (P9WQA3 whole entry, looked up): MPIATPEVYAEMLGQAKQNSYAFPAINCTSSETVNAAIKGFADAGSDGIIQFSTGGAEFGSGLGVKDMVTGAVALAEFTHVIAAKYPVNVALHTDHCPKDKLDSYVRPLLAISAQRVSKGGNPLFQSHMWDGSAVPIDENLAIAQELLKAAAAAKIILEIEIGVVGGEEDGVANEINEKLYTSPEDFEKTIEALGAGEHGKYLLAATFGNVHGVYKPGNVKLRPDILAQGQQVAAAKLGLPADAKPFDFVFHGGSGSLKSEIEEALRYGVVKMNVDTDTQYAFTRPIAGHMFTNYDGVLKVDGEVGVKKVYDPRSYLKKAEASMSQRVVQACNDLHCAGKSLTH
PfHsp40 rescue: compounds rescuing yeast from Plasmodium falciparum HSP40 toxicity | 340,000 tested, 0.68% active | AID 504582 | growth rescue, % at 12.5 µM | S. cerevisiae expressing PfHsp40, growth rescue, ATP luminescence; in the data active = growth rescue above about 28%, passing the limit was not always enough;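 note: yeast W303a lacking pdr1 and pdr3 grown in galactose medium; growth measured after three days at 30 °C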
GDH-TPI inh: inhibits GDH-TPI coupling enzymes, artifact for Mtb FBA screen; GDH-TPI coupled enzyme counterscreen, NADH absorbance; inhibition, % at 4.8 µM; 360,000 tested, 1.2% active; AID 588335; in the data active = inhibition above about 30%;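 note: 0% = DMSO wells and 100% = wells lacking the enzyme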
BH1578 lux ind: induces V. cholerae light production without autoinducers. V. cholerae BH1578 lux reporter, luminescence, 6 h. activation, % at 18.7 µM. 350,000 tested, 0.16% active. AID 588436; in the data active = activation mostly above about 9.7%, no sharp cut-off; note: not every result past the cut was called active; inactives centre near 0; reference of the scale not given here
FadD28 binding: blocks FadD28 binding to the bisubstrate probe; fluorescence polarization; inhibition, % at 12.5 µM; 360,000 tested, 0.22% active; AID 588549; in the data active = inhibition above about 8.5%, passing the limit was not always enough
TcdB GH inh: inhibitors of Clostridioides difficile toxin B glycohydrolase; inhibition, % at 9.99 µM; 350,000 tested, 0.24% active; AID 652162; TcdB glycohydrolase enzymatic assay, plate reader; P18177; in the data active = inhibition above about 10%
BioA inh: inhibitors of Mycobacterium tuberculosis BioA enzyme; purified M. tuberculosis BioA enzyme, plate reader; 360,000 tested, 0.096% active; inhibition, % at 9.99 µM; in the data active = inhibition above about 40%
Y pestis TopoI: inhibitors of Yersinia pestis topoisomerase I | Y. pestis Topo-I cleavage product accumulation, plate reader | activity, % at 10 µM | 360,000 tested, 0.064% active | AID 504884; in the data active = activity above about 50%, passing the limit was not always enough; note: inactives centre near 2
UGM FP inh: inhibitors of M. tuberculosis UDP-galactopyranose mutase; P9WIQ1; inhibition, % at 10 µM; purified UGM, fluorescence polarization probe displacement; 320,000 tested, 0.06% active; in the data active = inhibition above about 10%, passing the limit was not always enough
Target sequence (P9WIQ1 whole entry, looked up): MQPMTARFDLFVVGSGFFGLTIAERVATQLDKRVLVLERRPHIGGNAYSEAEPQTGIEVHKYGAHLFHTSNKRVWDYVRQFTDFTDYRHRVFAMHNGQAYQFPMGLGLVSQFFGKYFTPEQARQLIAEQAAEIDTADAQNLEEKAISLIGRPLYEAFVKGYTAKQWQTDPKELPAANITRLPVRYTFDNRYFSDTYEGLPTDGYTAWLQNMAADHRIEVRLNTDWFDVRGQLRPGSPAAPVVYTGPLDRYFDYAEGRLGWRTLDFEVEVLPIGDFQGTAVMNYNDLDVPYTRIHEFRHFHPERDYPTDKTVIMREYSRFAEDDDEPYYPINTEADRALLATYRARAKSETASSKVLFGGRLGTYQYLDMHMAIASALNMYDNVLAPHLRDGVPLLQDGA
Active calls of the source: *; i = inactive; nt = not tested or not shown; & = joins results of further samples.

SMILES	Mtb FBA inh	PfHsp40 rescue	GDH-TPI inh	BH1578 lux ind	FadD28 binding	TcdB GH inh	BioA inh	Y pestis TopoI	UGM FP inh
Cc1cc(=O)oc2cc(OC(C)C(=O)Nc3ccc(N4CCCCC4)cc3)ccc12 (stereo unspecified)	-2.3	-0.9	-6.9	0.0	-1.5	-0.3	-1.1	10.2	0.5
O=c1[nH]c(=O)n(Cc2ccccc2Cl)c(O)c1C=Nc1ccc(F)cc1	-0.8	1.0	16.3	i	-2.1	nt	-2.2	3.6	2.4
O=C(NNC(=O)c1ccc(SCC2CCCO2)c([N+](=O)[O-])c1)c1ccc(Cl)c([N+](=O)[O-])c1 (stereo unspecified)	-2.2	-0.3	16.2	i	-0.1	nt	-4.3	-2.4	1.1
CCOc1cc(/C=C/C(=O)OCC(=O)N(CC)C2CCS(=O)(=O)C2)cc(Cl)c1OC (stereo unspecified)	8.4	nt	0.9	0.6	-1.9	0.5	0.4	4.1	nt
Cc1cccnc1NC(=O)Nc1cccc(C(F)(F)F)c1	0.7	0.1	-1.0	-0.3	-3.1	nt	1.0	0.2	1.6
Oc1ccc(/C=N/NC2=NCCCCC2)c(O)c1	4.8	0.1	18.3	1.9	0.0	nt	0.0	2.0	1.7
COCCNC(=O)c1ccc(-c2ccc(OC)cc2C)c2ccoc12	95.0*	nt	-8.0	0.3	-15.6	1.2	3.6	15.9	nt
CC(C)C(=O)Nc1cccnc1	1.4	0.8	1.8	i	-0.9	-2.4	-0.1	1.5	-2.6
C[C@H]1CN([C@@H](C)CO)C(=O)Cc2cc(NS(C)(=O)=O)ccc2O[C@@H]1CN(C)CC1CC1	-1.4	-0.2	2.5	-0.5	-1.8	-1.2	-1.1&-0.1	-2.2	3.2
Cc1cc(CN2CCCCC2C(=O)Nc2ccc(Oc3cccnc3)cc2)oc1C (stereo unspecified)	5.9	0.0	-2.2	i	1.0	8.9	-6.5	6.5	-2.7
CCCn1c(SCC(=O)Nc2ccc3c(c2)OCCO3)n[nH]c1=O	-3.3	-0.4	-2.1	-1.1	-0.3	0.8	0.3	1.0	nt
O=C(N/N=C/c1cccnc1)c1ccccc1NS(=O)(=O)c1cccs1	7.6	0.0	8.1	1.4	-2.2	2.2	0.8	4.4	0.5
Cc1cc(C[n+]2ccccc2)c2nsnc2c1	30.9*	0.1	11.2	i	-2.4	nt	-0.2	0.7	-1.5
CC1CCCN(CC(O)CN2CCN(CC(O)CN3CCCC(C)C3)C(C)C2)C1 (stereo unspecified)	-0.6	0.5	2.6	i	-0.9	-1.4	-2.8	-4.8	nt
COc1ccc(S(=O)(=O)N(CC(=O)NCc2ccccn2)Cc2ccccc2)cc1	-0.9	0.2	-0.4	-0.2	-1.1	1.2	-2.1	16.8	0.1
O=C(NC1CCC(O)CC1)c1ccc(S(=O)(=O)NCc2ccco2)cc1 (stereo unspecified)	-0.9	-0.8	11.2	nt	0.0	nt	-0.4	1.6	-1.9
CN(Cc1ccccc1)C(=O)c1nc[nH]c1C(=O)N1CCN(C(=O)OC(C)(C)C)CC1	-3.0	-0.8	-1.7	i	0.6	-2.4	-0.9	1.9	-3.0
C#CCOCCOCCOCCNc1nc(N2CCN(C(=O)Cn3cc(CCCN=C(N)N)nn3)CC2)nc(N2CCN(C(=O)[C@H]([C@@H](C)O)n3cc(CCCCN)nn3)CC2)n1	5.0	-1.5	-5.1	i	-0.6	-0.9	-2.1	-7.0	-0.2
CCC(C)(C)NC(=O)CSc1nc(Cc2ccccc2)nc2ccccc12	2.2	0.9	-1.5	0.5	0.8	0.7	0.2	2.0	0.2
CCN(C(=O)COC(=O)c1c(-c2ccccc2)noc1C)C1CCS(=O)(=O)C1 (stereo unspecified)	-10.1	0.4	14.3	i	-1.3	nt	0.1	-5.9	1.8
COC(=O)C1(C(F)(F)F)N=C(N(C)C)OC(N(C)C)=N1	-0.4	-0.8	-11.0	i	-4.4	nt	0.0	4.4	1.2
CN(C(=O)CCCN1C(=O)c2cccc3cccc(c23)C1=O)c1ccccc1	9.3	-1.6	17.1	-0.3	-1.4	4.5	nt	17.2	-1.7
O=C(CSCc1c(Cl)cccc1Cl)NCc1ccccn1	1.0	1.2	6.2	-1.1	0.2	1.3	nt	-6.1	1.0
Clc1ccc2c(N/N=C/c3ccc(Br)cc3)ccnc2c1	1.5	1.4	14.7	i	-2.1	-0.1	5.9	-15.1	-0.3
Cc1ccc(S(=O)(=O)N2C[C@@H]3[C@H]4CC[C@H](C4)[C@@H]3[C@@H](C)[C@@H]2c2ccco2)cc1	1.5	-1.9	2.7	1.6	0.0	-8.4	-1.1	28.1	nt
(more compounds)
SMILES	Mtb FBA inh	PfHsp40 rescue	GDH-TPI inh	BH1578 lux ind	FadD28 binding	TcdB GH inh	BioA inh	Y pestis TopoI	UGM FP inh
CC(NC(=O)CCn1c(=S)[nH]c2ccsc2c1=O)c1ccccc1 (stereo unspecified)	2.0	-0.8	1.2	-0.2	0.3	-0.9	-1.8	2.2	0.9
Cc1ccc(C)c(OCCC(=O)OCC(=O)NC(=O)NC2CCCCC2)c1	-2.0	1.4	-4.3	-5.9	-2.3	0.9	-0.5	2.0	nt
CCc1ccc(CNC(=O)CCc2nnc(CCc3ccc(OC)cc3)o2)nc1	-0.6	0.1	-1.3	-0.1	-2.9	-0.5	-1.5	-7.1	0.4
O=C(Nc1ccc2oc(=O)c(C(=O)O)cc2c1)Oc1ccccc1	14.8	-0.6	8.6	2.0	-4.4	3.1	4.1	2.8	nt
CC(=O)NC1=NN(C(C)=O)C(c2ccccc2)S1 (stereo unspecified)	0.2	0.9	1.3	-1.2	-1.0	-1.0	nt	1.7	3.0
Cc1csc(NS(=O)(=O)c2ccc(Cl)cc2)n1	-3.8	-1.0	-4.3	i	0.1	3.1	-1.0	-7.6	-0.4
COc1ccc(N(CC(=O)NCc2ccc(Cl)cc2)S(=O)(=O)c2c(C)noc2C)cc1	0.7	1.0	7.6	3.4	-0.9	0.3	-2.4	-3.9	2.9
N=c1sccn1CC(=O)Nc1ccc2c(c1)CCC2	2.8	2.0	4.6	-0.3	-3.5	nt	0.8	-3.4	1.3
O=C(NCc1ccc(F)cc1)c1cnc(-c2ccccn2)nc1C(F)(F)F	-2.8	0.8	5.8	-11.1	-0.6	nt	-1.5	-9.7	-0.1
COC(=O)C1=C(c2ccc(OC)c(OC)c2)C[C@@H]2CC[C@H]1N2C(=O)NC(C)C	-2.9	0.0	0.5	1.2	-0.5	4.0	0.5	0.4	-2.5
Cc1ccccc1-c1cnc(C(O)c2ccc(C(C)(C)C)cc2)[nH]1 (stereo unspecified)	-0.4	nt	4.9	-0.2	1.3	0.6	0.2	6.8	nt
COc1cc(S(=O)(=O)N2CCCCC2)ccc1NC(=O)Cc1ccccc1	0.2	0.3	-9.5	-0.4	-1.8	0.6	-7.1	4.7	0.7
Cc1nc2ccccc2c2c1C(=O)N(C)C2=O	0.8	-0.7	6.4	-7.1	1.1	1.1	-3.3	-5.1	-1.8
N#Cc1cnc(NCc2ccc(Cl)cc2Cl)nc1	0.2	-0.1	0.0	i	-1.1	0.7	0.5	7.5	-1.3
COc1ccc(C(=O)N2CCN(c3ccccc3OC)CC2)cc1	2.8	0.1	1.9	i	-1.9	0.5	-0.2	4.0	-2.4
O=C(CN1CCN(c2ccccc2)CC1)Nc1ccc(-n2cnnn2)cc1	0.5	0.0	-4.6	-1.8	-2.3	-0.1	-1.5	-5.9	0.7
CCn1c(SCC(=O)N2CCc3ccccc3C2)nc2c1c(=O)n(C)c(=O)n2C	-0.1	-0.4	0.6	0.9	-2.9	nt	9.6	2.9	1.0
COCn1c(C(O)c2ccccc2)cc2ccccc21 (stereo unspecified)	-0.2	-1.7	1.5	0.8	-2.3	0.7	-5.5	-12.8	1.0
CCc1cccc(CC)c1NC(=S)N1CCn2cccc2C1c1cccnc1 (stereo unspecified)	-0.5	-0.8	-1.1	-0.7	-2.0	nt	nt	-7.1	-0.7
NC(=O)COC(=O)c1cc(Cl)cc(Cl)c1N	88.9*	0.3	-6.1	-0.3	-1.6	-1.0	nt	-9.8	0.0
Brc1cccc(CNn2cnnc2)c1	-0.1	-1.0	-10.0	-0.5	-0.7	1.0	-1.2	7.3	-2.4
Cc1ccc(C(=O)C(C)OC(=O)c2ccccc2[N+](=O)[O-])cc1 (stereo unspecified)	1.5	-1.9	8.4	i	-4.1	nt	nt	-2.7	0.1
CC(=O)OCC(=O)c1ccc2ccn(C(C)=O)c2c1	35.8*	-0.9	14.8	-12.5	-0.3	nt	-0.2	6.8	-1.7
Cc1ccc(N2C(=O)N(CC(=O)NCc3ccc(Cl)cc3)C(=O)C2C)cc1 (stereo unspecified)	-2.6	4.2	1.9	i	-1.3	nt	-0.8	0.2	-1.7
Cc1ccc(S(=O)(=O)CCC(=O)OCC(=O)c2ccc(F)cc2)cc1	-2.8	0.6	7.0	i	-4.0	1.5	-0.5	6.1	-0.6
(more compounds)
SMILES	Mtb FBA inh	PfHsp40 rescue	GDH-TPI inh	BH1578 lux ind	FadD28 binding	TcdB GH inh	BioA inh	Y pestis TopoI	UGM FP inh
CN(CCC1CCCCO1)C(=O)CCc1nnc(C2CCCCC2)o1 (stereo unspecified)	1.8	-0.7	14.2	-0.5	-0.5	0.6	nt	3.3	0.7
CC1CCCC(C)N1C(=O)COC(=O)c1ccc2ccccc2n1 (stereo unspecified)	0.6	-0.7	4.6	-1.7	-2.8	0.3	-1.7	4.5	-1.1
Cc1n[nH]c(=O)nc1NCC1CCCO1 (stereo unspecified)	3.6	0.3	-3.6	-0.3	-4.0	nt	-0.2	6.7	0.3
COc1ccc(C2c3ccc(O)cc3Oc3ncn4nc(-c5cccnc5)nc4c32)cc1OC (stereo unspecified)	-0.7	-0.6	7.3	-2.1	-6.2	0.3	nt	9.3	1.5
Cc1nc(COc2cccc(Cl)c2)sc1C(=O)/C=C/N(C)C	6.3	-0.2	20.6	0.9	-1.4	0.9	-3.6	-0.3	0.4
Cc1cc(C)c(C)c(S(=O)(=O)N[C@@H](C)C(=O)OCC(=O)NC2CCCC(C)C2C)c1C (stereo partly specified)	-2.0	1.4	1.5	i	-1.7	-1.2	-0.4	25.8	0.9
O=C(CSc1nccn1-c1ccccc1)NO	0.5	0.3	0.0	i	-1.8	-0.4	nt	8.1	-0.3
COCCn1c(SCc2nc3cc(OC)c(OC)cc3c(=O)[nH]2)nnc1-c1ccncc1	-1.6	-0.7	-5.6	-0.1	-0.4	nt	0.5	-2.3	0.4
Cc1cnc(Nc2nc3ccccc3o2)nc1C(=O)Nc1cccc(C(F)(F)F)c1	-4.0	0.9	-2.7	-0.2	-3.4	nt	1.2	-2.9	-0.5
O=C(COc1ccc(S(=O)(=O)NCc2ccccc2)cc1Cl)NCc1ccccn1	-0.7	1.0	-0.7	-0.2	nt	0.0	nt	27.6	1.2
CC(=O)Nc1nnc(S(=O)(=O)N2CCN(c3ccc(Cl)cc3[N+](=O)[O-])CC2)s1	-0.6	0.0	7.4	-0.4	1.1	1.6	-1.4	8.0	1.0
Cc1nn(C)c(C)c1S(=O)(=O)N1CCCC(C(=O)NCCc2ccc(Cl)cc2)C1 (stereo unspecified)	0.5	-0.8	4.8	-0.3	-3.2	2.4	0.3	16.7	-1.3
O=C(COc1ccccc1)NCC(=O)N/N=C/c1ccc(O)cc1O	-0.9	-1.1	25.3	-0.1	-2.9	-3.3	nt	2.1	-0.7

Source: PubChem (several laboratories)
